Source: PubChem (several laboratories)
TbMetRS inhib: T. brucei MetRS inhibitors, primary screen, biochemical, luminescence; methionyl-tRNA synthetase (Trypanosoma brucei brucei); purified T. brucei MetRS, ATP depletion, Kinase-Glo luminescence; inhibition, % at 11.9 µM; actives 0.4% (n = 360,000);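 active means inhibition above a per-plate cutoff of the control wells' mean inhibition plus 3 SD, cut at about 5.5% in these data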;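 further: 0% = DMSO wells median and 100% = median of wells with control inhibitor compound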
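Test system – parasite MetRS enzyme · Reagent – substrates ATP, L-methionine and bulk Escherichia coli tRNA · Doses – 11.9 µM compound single dose, 0.9% DMSO · Times – 15 min enzyme-compound preincubation, 2 h reaction, 10 min detection, 25 °C · Signal – Kinase-Glo luminescence, ATP depletion format · Controls – DMSO-only wells as low control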
Rpn11 inh: Rpn11 (PSMD14) deubiquitinase inhibitors, primary screen, biochemical, fluorescence polarization, uHTS | actives 0.59% (n = 360,000) | human 26S proteasome, Ub4-pepOG fluorescence polarization; 20S core pre-blocked with epoxomicin | AID 588493, 2011 | calls only at 20 µM;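 active means inhibition at 20 µM, scaled to each plate's controls, above about 33%, limit read from the data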
CSN inh: inhibitors of CSN-mediated cullin deneddylation, primary screen, biochemical, fluorescence polarization, uHTS; COP9 signalosome complex subunit 5 (Homo sapiens), Q92905; Purified CSN, SCF-Nedd8-OG deneddylation; inhibition, % at 12.5 µM; actives 0.38% (n = 360,000);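 active means pattern-corrected inhibition above about 35%, with an unprinted fluorescence ratio check between 0.5 and 1.5, limit read from the data, passing the limit was not always enough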;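 further: 0% = enzyme with substrate and 100% = substrate without enzyme; some results filed as inactive read as strong as hits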
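Test system: purified human Csn5 enzyme expressed in HEK293T cells. Amount: 0.24 nM enzyme. Reagent: SCFSkp2-Nedd8OG substrate at 10 nM final. Schedule: 90 min incubation of compound, enzyme and substrate at room temperature. Detection: fluorescence polarization. Read-out: % inhibition of substrate cleavage by Csn5.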
DNMT1 block: human DNMT1 methyltransferase inhibitors, primary screen, biochemical, molecular beacon, fluorescence, HinP1I cleavage, uHTS; DNA (cytosine-5)-methyltransferase 1 (Homo sapiens), P26358; AID 588458, 2011; actives 0.83% (n = 360,000); inhibition (reported as % activation of signal), % at 10 µM; in the data active means inhibition above about 50%
MsrA inhibitor: bovine MsrA enzyme inhibitors, primary screen, biochemical, absorbance, HTS; Methionine sulfoxide reductase A (Bos taurus); purified bovine MsrA, absorbance read-out; inhibition, % at 15.5 µM; actives 0.75% (n = 360,000); in the data active means inhibition above about 4.5%;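 further: 0% = vehicle wells with enzyme and 100% = reference inhibitor wells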
Scp1 inh: Scp-1 phosphatase inhibitors, primary screen, biochemical, colorimetric, uHTS | AID 493091, 2011 | actives 0.88% (n = 340,000) | inhibition, % at 20 µM | Recombinant Scp1, phosphopeptide, malachite green phosphate absorbance;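 active means inhibition above about 50% at 20 µM, limit read from the data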;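 further: plate controls were DMSO wells with enzyme for no effect and wells lacking enzyme for full effect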
Target sequence (Q9GZU7 76-261 limits assumed): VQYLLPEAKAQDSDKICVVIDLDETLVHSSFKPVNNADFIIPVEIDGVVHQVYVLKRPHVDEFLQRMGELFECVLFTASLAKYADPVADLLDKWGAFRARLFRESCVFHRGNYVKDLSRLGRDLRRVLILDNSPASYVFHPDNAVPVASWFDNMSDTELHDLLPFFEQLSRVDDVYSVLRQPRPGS
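Test system: SCP-1 phosphatase catalytic domain, residues 76-261 | Compound dosing: One concentration, 20 µM, with 1.0% DMSO | Schedule: 45 min room-temperature reaction, 5 min colour, 30 min stabiliser | Detection: Absorbance at 630 nm | Read-out basis: % inhibition of SCP-1 phosphate liberation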
SUMO1 PPI mod: modulators of SUMO1 protein-protein interactions, primary screen, biochemical, uHTS; SUMO1 binding to a labelled peptide, TR-FRET, 1 h; inhibition, % at 20 µM; actives 0.33% (n = 360,000); AID 602429, 2012; in the data active means inhibition above about 37%
Target sequence (P63165 whole entry, looked up): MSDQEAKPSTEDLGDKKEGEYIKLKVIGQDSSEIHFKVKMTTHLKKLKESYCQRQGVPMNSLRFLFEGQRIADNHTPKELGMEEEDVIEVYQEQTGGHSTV
LMPTP block: LMPTP phosphatase inhibitors, primary screen, biochemical, fluorescence intensity, uHTS | Low molecular weight phosphotyrosine protein phosphatase (Homo sapiens), P24666 | recombinant LMPTP-A, OMFP fluorogenic substrate | inhibition, % at 20 µM | actives 0.22% (n = 360,000) | AID 651560, 2012;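 active means compounds that cut the enzyme signal by at least half of the control window in the single-dose screen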;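 further: plate controls were DMSO wells with enzyme plus substrate for no effect and substrate without enzyme for full effect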
Target sequence (P24666 whole entry, looked up): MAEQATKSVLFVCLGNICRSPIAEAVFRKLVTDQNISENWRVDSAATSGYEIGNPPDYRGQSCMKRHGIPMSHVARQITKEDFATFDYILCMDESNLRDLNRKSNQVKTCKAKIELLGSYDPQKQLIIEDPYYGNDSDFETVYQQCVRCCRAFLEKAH
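Assay system: LMPTP-A, protein tyrosine phosphatase of low molecular weight / Medium: pH 6.0 Bis-Tris buffer with DTT and Triton X-100 / Schedule: 50 min enzyme reaction at room temperature, protected from light / Measured by: endpoint fluorescence intensity from OMFP dephosphorylation / Read-out basis: % inhibition relative to no-enzyme and uninhibited control wells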
NadD inh: inhibitors of S. aureus NadD, primary screen, biochemical, colorimetric, uHTS; Nicotinate-nucleotide adenylyltransferase NadD (Staphylococcus aureus N315); purified NadD enzyme, colorimetric absorbance read-out; inhibition, % at 20 µM; actives 0.78% (n = 360,000); AID 602399, 2012; in the data active means inhibition above about 26%; further: some compounds past the cut are filed as inactive
STEP block: STEP phosphatase inhibitors, primary screen, biochemical, fluorescence intensity, uHTS. inhibition, % at 20 µM. recombinant STEP, OMFP fluorogenic substrate. AID 588621, 2011. actives 0.25% (n = 360,000);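 active means inhibition at 20 µM, scaled per plate between control wells, above about 37%, limit read from the data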;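 further: 0% = DMSO with enzyme and substrate and 100% = substrate only without enzyme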
Target sequence (P54829 whole entry, looked up): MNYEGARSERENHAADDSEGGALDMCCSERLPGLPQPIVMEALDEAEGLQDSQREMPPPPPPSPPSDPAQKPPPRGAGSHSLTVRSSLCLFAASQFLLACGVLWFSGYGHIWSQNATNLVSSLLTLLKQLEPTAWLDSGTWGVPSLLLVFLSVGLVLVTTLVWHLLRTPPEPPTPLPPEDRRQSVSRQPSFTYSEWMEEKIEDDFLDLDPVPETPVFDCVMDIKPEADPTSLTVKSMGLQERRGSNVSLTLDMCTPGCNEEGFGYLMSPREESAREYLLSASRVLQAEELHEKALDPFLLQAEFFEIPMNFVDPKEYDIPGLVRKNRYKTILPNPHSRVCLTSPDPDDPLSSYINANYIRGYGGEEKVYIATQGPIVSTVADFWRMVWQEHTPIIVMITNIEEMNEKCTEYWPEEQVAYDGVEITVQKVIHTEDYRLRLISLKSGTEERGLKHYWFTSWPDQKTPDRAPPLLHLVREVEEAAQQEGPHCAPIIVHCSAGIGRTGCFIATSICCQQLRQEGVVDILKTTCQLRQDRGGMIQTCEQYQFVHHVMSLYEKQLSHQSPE
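System: STEP phosphatase, cell-free reaction; Buffer or medium: Bis-Tris pH 6.0 buffer with DTT, detergent; Incubation: 20 min at room temperature, dark; Measured by: fluorescence, 480/540 nm.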
An asterisk follows results filed as active; i = inactive; x = not tested or not shown.

TbMetRS inhib	Molecule	Rpn11 inh	CSN inh	DNMT1 block	MsrA inhibitor	Scp1 inh	SUMO1 PPI mod	LMPTP block	NadD inh	STEP block
-0.2	CCC(C)(C)c1nnc(NC(=O)c2cccc([N+](=O)[O-])c2)s1	i	-2.4	9.6	0.1	-6.8	-12.0	-0.6	-0.6	-0.9
0.0	Cn1nccc1C(=O)OCC(=O)Nc1cccc(Cl)c1	i	3.0	4.2	0.6	0.4	3.2	-1.5	-0.5	-0.7
-0.3	COc1ccc(NC(=O)C2CCC(CNc3c(N4CCOCC4)c(=O)c3=O)CC2)cc1Cl (stereo not drawn)	i	-9.8	2.3	0.0	-4.0	2.0	-1.0	-4.4	0.2
-0.1	CCCCn1c(N)c(N(CC(C)C)C(=O)Cn2c(=O)oc3ccccc32)c(=O)[nH]c1=O	i	0.8	6.5	2.4	-4.8	0.2	-0.8	3.2	-0.5
-0.4	Cc1cc(OCC(=O)OCC(=O)NCc2ccco2)ccc1Cl	i	3.5	5.1	-0.7	-6.9	4.4	-0.7	-5.6	-1.4
-1.3	O=C(Nc1ccccc1)c1cccnc1Nc1ccccc1	i	-2.5	1.1	1.1	-4.8	0.5	-0.2	-4.9	-0.3
-0.8	Cc1ccc(NC(=O)c2cncc(Br)c2)nc1	i	10.3	2.6	-0.6	0.4	1.5	-1.7	-3.0	0.2
-0.9	COc1ccc(C(=O)NCCSCc2ccc(Cl)cc2)cc1OC	i	-2.1	-2.5	-0.5	-4.7	0.2	-1.4	-4.7	0.3
-0.6	COc1ccccc1C(=O)NC(=O)COC(=O)c1ccc(Cl)cc1[N+](=O)[O-]	i	-4.5	0.7	-0.1	1.6	-10.4	0.7	-2.5	-0.8
0.3	Cc1ccc(OCC(=O)NNC(=O)Nc2ccc(Cl)cc2)c(Br)c1	i	-5.5	14.6	-0.7	-9.8	1.9	-0.4	-7.7	-2.0
-0.5	CCOC(=O)c1c(C)nn(-c2ccc(NC(=O)CSCC(=O)O)cc2)c1C	i	-3.7	0.7	0.8	-3.3	2.1	-1.1	-0.9	-3.3
-0.3	CCN1CCN(c2ccc(S(=O)(=O)N3CCOCC3)cc2NC(=O)COc2ccc(F)cc2Cl)CC1	i	6.5	-6.4	-0.1	-14.8	5.8	-0.9	-0.2	-2.9
0.9	O=C(CN1CCC(NC(=O)Nc2ccccc2)CC1)Nc1ccc([N+](=O)[O-])cc1	i	-1.4	-0.6	0.4	-3.8	-25.3	-0.5	-1.5	1.8
0.0	O=C(OC(C(=O)NCc1ccc2c(c1)OCO2)c1ccccc1F)c1ccco1 (stereo not drawn)	i	3.7	-3.9	0.7	-7.8	3.3	0.7	-5.2	6.1
-0.4	COc1ccc2oc(C(=O)OCC(=O)N3CCN(C(C)=O)CC3)c(C)c2c1	i	-4.5	1.2	0.9	-1.2	-4.7	0.7	0.0	2.2

Arranged by the number under Scp1 inh (largest number first): some entries from above
TbMetRS inhib	Molecule	Rpn11 inh	CSN inh	DNMT1 block	MsrA inhibitor	Scp1 inh	SUMO1 PPI mod	LMPTP block	NadD inh	STEP block
-0.6	COc1ccccc1C(=O)NC(=O)COC(=O)c1ccc(Cl)cc1[N+](=O)[O-]	i	-4.5	0.7	-0.1	1.6	-10.4	0.7	-2.5	-0.8
-0.4	COc1ccc2oc(C(=O)OCC(=O)N3CCN(C(C)=O)CC3)c(C)c2c1	i	-4.5	1.2	0.9	-1.2	-4.7	0.7	0.0	2.2
-0.3	COc1ccc(NC(=O)C2CCC(CNc3c(N4CCOCC4)c(=O)c3=O)CC2)cc1Cl (stereo not drawn)	i	-9.8	2.3	0.0	-4.0	2.0	-1.0	-4.4	0.2
-1.3	O=C(Nc1ccccc1)c1cccnc1Nc1ccccc1	i	-2.5	1.1	1.1	-4.8	0.5	-0.2	-4.9	-0.3

Other results follow:
TbMetRS inhib	Molecule	Rpn11 inh	CSN inh	DNMT1 block	MsrA inhibitor	Scp1 inh	SUMO1 PPI mod	LMPTP block	NadD inh	STEP block
-0.1	Cc1ccc(CNC(=O)CC(NC(=O)c2ccccc2)c2ccccc2)cc1 (stereo not drawn)	i	-3.7	15.3	-0.9	-5.0	1.6	-1.0	-0.4	2.8
-0.1	CCOC(=O)C1CCN(C(=O)COc2ccc(C(=O)c3ccccc3)cc2)CC1	i	-1.7	0.1	0.8	-3.8	3.9	-0.3	-0.1	0.0
-0.2	Cn1nnc(NC(=O)c2cccs2)n1	i	1.3	0.1	-0.5	-2.3	-3.8	-0.9	-6.1	0.2
0.3	O=S(=O)(Nc1cccc(-n2cnnn2)c1)c1ccccc1C(F)(F)F	i	1.4	-0.5	-2.0	-5.7	1.6	-0.3	5.4	-4.6
-0.6	CC1CC(C)CN(C(=O)Cn2nnc(-c3ccc(Br)cc3)n2)C1 (stereo not drawn)	i	0.6	3.5	-0.1	-7.9	-0.4	0.1	-5.2	0.9
-0.7	Cc1cccc(C)c1NC(=O)CN1CCNCC1	i	-6.4	2.9	-0.6	-13.9	3.3	-5.7	-2.7	3.0
-0.2	CCOc1ccc(/C=C(\C#N)C(=O)NCC2CCCO2)cc1OCC (stereo not drawn)	i	2.6	2.5	2.4	0.6	-18.4	-1.0	3.6	-2.2
-0.7	CCOc1ccc(C(=O)NCC2CCN(CC3CCCCC3)CC2)cc1	i	5.9	3.3	0.7	-1.8	1.5	0.5	-4.0	-1.6
-0.3	Cc1noc(C)c1C(=O)OCC(=O)/C=C1\N(C)c2ccccc2C1(C)C	i	-0.1	0.1	0.1	-9.0	1.8	-0.5	5.3	-2.6
-1.7	COc1ccc(N2CCOCC2)c(NC(=O)c2ccco2)c1	i	0.5	6.5	0.8	-0.6	2.6	-0.4	-5.5	-9.0
-0.4	Cc1cc(C(=O)COC(=O)c2cccc(NS(C)(=O)=O)c2)c(C)n1CC1CCCO1 (stereo not drawn)	i	-1.6	-5.8	-0.1	-12.6	1.1	0.8	4.2	3.1
-0.4	N[C@@H](Cc1cnc[nH]1)C(=O)Nc1ccc2ccccc2c1	i	2.2	-5.2	1.6	-9.0	-1.5	-1.9	3.1	-2.1
0.0	CCOc1ccc(NS(=O)(=O)c2ccc3[nH]c(=O)oc3c2)cc1	i	-4.1	1.1	1.4	-2.8	8.9	-0.9	6.9	1.9
-1.4	Cc1cccc(OCC(=O)O/N=C(\N)Cc2ccc(Cl)cc2)c1	i	0.0	4.4	-0.4	-5.6	0.5	0.9	-0.7	-2.1
-0.2	CC(=O)c1ccc(NC(=O)CCc2c(C)nc3ncnn3c2C)cc1	i	0.8	-0.2	1.6	-10.8	-8.7	-0.2	-2.7	-0.6
-0.4	CC(C)[C@H](Nc1ccc(C(F)(F)F)cc1[N+](=O)[O-])C(=O)O	i	-5.1	1.9	-0.3	-17.2	-28.9	-0.3	0.7	-0.7
-0.4	O=C(Nc1ccnn1C1CCN(C(=O)c2ccc(Cl)c(F)c2)CC1)C1CCOC1 (stereo not drawn)	i	3.7	1.9	1.4	-19.7	5.5	-0.2	-9.9	2.4
-0.1	Cc1ccc(S(N)(=O)=O)cc1	i	-1.4	0.6	1.1	-9.2	-1.4	-0.7	-1.4	-3.8
-0.2	Cc1ccc(NC(=O)COC(=O)c2ccc(CN3CCCC3=O)cc2)c(Cl)c1	i	-4.2	4.2	0.2	-2.7	2.4	-0.2	-3.0	1.2
-0.1	CCS(=O)(=O)c1nc(S(=O)(=O)c2ccc(C)cc2)c(N2CCN(C)CC2)s1	i	-3.1	1.5	0.9	-8.8	7.7	-0.8	-3.3	-1.8
-0.3	CS(=O)(=O)N1CCN(c2ccc([N+](=O)[O-])c(N3CCOCC3)c2)CC1	i	-6.9	-5.5	-0.2	5.7	-25.4	0.1	-4.5	-2.5
-0.3	CCOC(=O)CSc1ccc2nnc(CCNS(=O)(=O)c3ccccc3)n2n1	i	6.0	-0.8	1.3	-5.7	-4.4	-1.2	5.6	-5.4
-0.1	CSc1nnc(NC(=O)CCc2ccccc2)s1	i	-3.6	-1.0	-0.9	-5.8	-2.1	-1.1	8.6	1.9
-0.3	COc1ccc(-c2oc3c(c2C#CC2(O)CCCCC2)C(OC(C)=O)CCC3)cc1 (stereo not drawn)	x	-0.8	x	0.6	x	4.4	1.9	-1.6	x
0.1	COc1ccc(OCC(O)Cn2c(Nc3ccccc3)nc3c2c(=O)n(C)c(=O)n3C)cc1 (stereo not drawn)	i	-1.7	-2.2	0.4	2.9	4.6	3.6	9.1	-1.9
0.6	CS(=O)(=O)N(Cc1ccc(Cl)cc1)c1ccc(C(=O)N/N=C/c2cc3ccccc3nc2Cl)cc1	i	-3.0	-13.0	-0.2	-6.3	3.8	3.3	29.6	3.4
-0.8	O=C(Nc1csc([N+](=O)[O-])c1)Nc1c(Cl)cccc1Cl	i	-4.8	8.4	-0.2	-11.4	-24.7	0.4	-4.7	-4.3
-0.3	CCOC(=O)c1ccc(NC(=O)N2CCCCCC2)cc1	i	3.8	0.6	0.8	-4.8	-1.6	-0.5	-4.1	0.8
-0.5	COc1ccccc1NC(=O)c1ccccc1N(Cc1ccccc1)S(C)(=O)=O	i	3.1	1.2	0.9	-12.3	2.8	0.5	1.4	0.1
-0.7	COc1ccc2oc3cc(NCCN(C)C)ccc3c(=O)c2c1	i	-3.8	15.9	3.3	x	2.0	1.1	-6.0	3.9
-1.3	COc1cc2c(cc1NC(=O)c1ccccc1F)CCCC2	i	-10.8	0.4	0.0	6.5	-3.1	1.5	-2.8	0.6
-0.5	O=C(O)C1(Cc2nc3ccccc3[nH]2)CCCC1	i	-0.5	0.4	0.8	4.2	0.0	-0.7	-5.7	-2.7
-0.5	COC(=O)c1sc(S(=O)(=O)N2CCC(C(N)=O)CC2)c(C(=O)OC)c1C	i	-2.5	3.9	2.2	-2.2	-0.1	-0.7	-3.5	3.7
